# influenza NS1A: H1N1 influenza NS1A inhibitors, functional cell based assay (AID 504329); NS1A functional cell-based assay, percent inhibition; higher % means a stronger effect; one-dose inhibition, % at 12.5 µM; IC50 in µM for titrated hits; 0.3% of 340,000 active; in the data active means a potency from the dose series; inconclusive means inhibition above about 27% without an active follow-up result; further: strong numbers were not always called active
# PhoP GFP inhibition: Inhibition of PhoP regulon, Salmonella typhi GFP reporter cells, confirmation, 4 h (AID 1850); Salmonella Typhi PhoP-promoter GFP reporter, fluorescence, 4 h; higher % means a stronger effect; inhibition, % at 50 µM, or IC50 in µM where a hit was titrated; 0.33% of 310,000 active; in the data active means a potency from the dose series; inconclusive means inhibition mostly from about 25% at the one dose, without a potency; inactive means the rest, 99 in 100 with inhibition below about 19%;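 further: 0% = induced wells with vehicle and 100% = uninduced wells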
# VEEV TC-83 Vero: inhibitors of VEEV TC-83 cytopathic effect, confirmation, Vero cells (AID 588727); inhibition, % at 20 µM, or IC50 in µM where a hit was titrated; 0.13% of 350,000 active; Vero cells, VEEV TC-83 cytopathic effect inhibition; higher % means a stronger effect; in the data active means a potency from the dose series; inconclusive means inhibition mostly from about 14% at the one dose, without a potency; inactive means the rest, 99 in 100 with inhibition below about 12%; further: strong numbers were not always called active
# M. tuberculosis: growth inhibition of non-replicating M. tuberculosis (AID 488890); inhibition, % at 25 µM; hits with a dose series show IC50 in µM; 0.39% of 320,000 active; Mycobacterium tuberculosis non-replicating, growth inhibition; higher % means a stronger effect; in the data active means a potency from the dose series; inconclusive means inhibition mostly from about 82% at the one dose, without a potency; inactive means the rest, 99 in 100 with inhibition below about 76%;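 further: plate controls were DMSO cells for no effect and high antibiotic wells for full effect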
# M. tuberculosis HTS: M. tuberculosis growth inhibition, HTS (AID 449762) | M. tuberculosis H37Rv growth inhibition, 7H9 media; higher % means a stronger effect | inhibition, % at 25 µM, or IC50 in µM where a hit was titrated | 0.59% of 330,000 active; in the data active means a potency from the dose series; inconclusive means inhibition above about 70% without an active follow-up result;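 further: bacterial growth assessed after seven days of incubation; strong numbers were not always called active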
# VEEV TC-83 Vero 10K pilot screen: further read-out of VEEV TC-83 Vero, marked with its call; inhibition, %; measured here: 10K pilot screen inhibition
# Starred values were filed as active, the others as inactive; i = inactive; ? = inconclusive; . = no result given.
SMILES,influenza NS1A,PhoP GFP inhibition,VEEV TC-83 Vero,M. tuberculosis,M. tuberculosis HTS,others
CCNC(=O)CN(c1ccc(Oc2ccccc2)cc1)S(=O)(=O)c1ccccc1,-5%,-10%,1.5%,-6%,-6%,
COc1ccc(-c2nnn(CC(=O)N(C3CCCCC3)C(C)C(=O)NC3CCCC3)n2)cc1OC (stereo not drawn),7%,-3%,1.9%,35%,-1%,
Cc1ccc(S(=O)(=O)Nc2nc3n(n2)C(c2ccc(Cl)cc2)CC(=O)N3)cc1 (stereo not drawn),-3%,4%,0.7%,18%,-9%,
CCCc1[nH]nc2c1C1(C(=O)N(Cc3ccccc3)c3ccccc31)C(C(=O)OC)=C(N)O2 (stereo not drawn),-2%,1%,i,41%,2%,
CN(Cc1ccccc1)C(=O)COC(=O)CCC(=O)c1ccc(F)cc1,0%,.,0.9%,28%,-5%,
CCOc1ccc(N2CC(C(=O)NNC(=O)c3ccc(F)cc3)CC2=O)cc1 (stereo not drawn),-9%,.,2.0%,-3%,-12%,
C[N+](C)(CC#N)C/C=C\c1ccccc1,-13%,2%,1.5%,13%,2%,
CC1(c2ccccc2)CC(c2ccccc2)=Nc2nonc2N1 (stereo not drawn),0%,-4%,3.0%,11%,-2%,
O=C(NC(=S)N1CCN(c2ccccc2)CC1)c1ccccc1,-27%,-2%,1.9%,79%,68%,
Cc1ccc(NC(=O)c2ccc(CSc3nccc(C)n3)cc2)cc1,12%,1%,5.2%,?,?,
CCN(CC)C(=O)CSc1nc(O)c(Cc2ccccc2)c(=O)n1-c1ccc(C)cc1,1%,-2%,2.9%,24%,8%,
Cc1cc(C)c(NS(=O)(=O)c2ccc(NC(=O)c3cccs3)cc2)c(C)c1,-6%,-4%,2.3%,-13%,-6%,
CC(=O)Oc1ccc(N(C(C)=O)S(=O)(=O)c2ccc(C)cc2)c2ccccc12,1%,7%,0.8%,61%,-13%,
Cn1nc(C(=O)Nc2nnc(C3CC3)s2)c2ccccc2c1=O,5%,-3%,6.5%,15%,-1%,
CCc1ccccc1NC(=O)Cc1ccc(-n2cccc2)cc1,-7%,-2%,2.3%,55%,-4%,
COc1ccc(/C=C(\C#N)C(=O)NCCc2ccccc2)cc1OCc1ccccc1,-4%,-4%,1.7%,-18%,6%,
CCOC(=O)C1CCCN(C(=O)c2cn(CC)c(=O)c3cc(OC)c(OC)cc23)C1 (stereo not drawn),17%,10%,1.1%,-4%,-3%,
c1ccc(OCc2nc3ccccc3[nH]2)cc1,-2%,-9%,1.4%,0%,13%,
COc1ccc(NC(=O)c2c(F)cccc2F)cc1S(=O)(=O)Nc1ccc(Br)cc1,-6%,-1%,5.7%,17%,-2%,
COc1ccc(OCC(=O)N2CCN(S(=O)(=O)c3ccccc3[N+](=O)[O-])CC2)cc1,-6%,8%,0.7%,-4%,-7%,
Cc1cccc(NC(=O)c2ccc(Cn3cc(C(F)(F)F)ccc3=O)cc2)c1,4%,-7%,0.9%,49%,5%,
O=C(NC1CCCC1)C(c1ccc(Cl)cc1)N1CCc2ccccc21 (stereo not drawn),11%,-12%,i,2%,-13%,
CCCSc1ccc([C@H]2N[C@@](CC(C)C)(C(=O)OC)[C@H]3C(=O)N(C)C(=O)[C@@H]23)cc1,-9%,-5%,i,0%,-5%,
COc1ccc(C(=O)NCc2cccs2)cc1S(=O)(=O)N1CCOCC1,-2%,12%,0.9%,-20%,-1%,
COc1ccc(OC)c(NC(=O)c2cnc3n(c2=O)CCS3)c1,-9%,.,3.5%,.,1%,

# Taken from above (two entries):
SMILES,influenza NS1A,PhoP GFP inhibition,VEEV TC-83 Vero,M. tuberculosis,M. tuberculosis HTS,others
CC(=O)Oc1ccc(N(C(C)=O)S(=O)(=O)c2ccc(C)cc2)c2ccccc12,1%,7%,0.8%,61%,-13%,
Cn1nc(C(=O)Nc2nnc(C3CC3)s2)c2ccccc2c1=O,5%,-3%,6.5%,15%,-1%,

# (next part)
SMILES,influenza NS1A,PhoP GFP inhibition,VEEV TC-83 Vero,M. tuberculosis,M. tuberculosis HTS,others
Cc1ccsc1C1NC(=O)c2c(sc3c2CCN(C)C3)N1 (stereo not drawn),12%,-6%,1.8%,43%,5%,
O=C(O)CCc1ccc(-c2ccc(Br)cc2)n1-c1ccc(O)cc1,19%,9%,2.7%,18%,0%,
NC(=O)C1CCN(S(=O)(=O)c2ccc3c(c2)OCCO3)CC1,8%,-2%,1.5%,-4%,-11%,
COc1ccc(N(C(=O)CCl)C(C)(C(=O)Nc2c(C)cccc2C)c2ccccn2)cc1 (stereo not drawn),-1%,-12%,i,-3%,20%,
CCCN1CCN(CCCNC(=O)c2ccc(CS(=O)c3ccc(OC)cc3)o2)CC1 (stereo not drawn),6%,7%,1.9%,-5%,6%,
COc1ccc(-c2cnc3nc[nH]c(=O)c3n2)cc1,-10%,-2%,i,-16%,6%,
COc1ccc(-c2noc(C3CCCN(C(=O)c4ccccc4C)C3)n2)cc1 (stereo not drawn),0%,-2%,i,40%,13%,
CCOC(=O)CC(=O)CSc1ccc2nnc(-c3ccccc3)n2n1,17%,-7%,2.3%,18%,-7%,
COc1ccc(-c2csc(Cc3nnc4n3CCCCC4)n2)cc1OC,2%,-7%,1.4%,15%,-7%,
CN(C)S(=O)(=O)c1cc(NC(=O)COC(=O)Cc2ccccc2)ccc1Cl,2%,-1%,i,17%,0%,
COc1cc(C(=O)N2CCN(c3cccc(C)c3C)CC2)ccc1OCC(=O)N1CCOCC1,-3%,.,2.5%,29%,-8%,
O=c1[nH]n(-c2ncnc3c2cnn3-c2ccccc2)c(=O)c2ccccc12,-2%,2%,1.8%,-6%,-3%,
O=C1OCC(O)=C1Cc1ccccc1,-20%,.,3.2%,.,.,
Cc1nn(Cc2ccccc2)c(Cl)c1C(=O)OCc1nnc(-c2ccccc2)o1,5%,6%,7.5%,70%,34%,
Cc1ccc(C2C3=C(CC(C)(C)CC3=O)NC3=C2C(=O)CC(C)(C)C3)o1,-14%,10%,0.8%,-7%,-2%,
OC(COCc1ccc2c(c1)OCO2)CN1CCC(Cc2ccccc2)CC1 (stereo not drawn),-1%,-1%,i,18%,1%,
Cc1ccccc1C(=O)NC(CC(C)C)C(=O)Nc1cccc(S(=O)(=O)N(C)C)c1 (stereo not drawn),12%,1%,i,2%,-2%,
Cc1ccc(S(=O)(=O)N2CCN(C(=O)COC(=O)/C=C/c3ccc(C(F)(F)F)cc3)CC2)c(C)c1,-2%,.,0.3%,.,.,
CCCc1nc2ccc([N+](=O)[O-])cc2[nH]1,-7%,-6%,0.8%,1%,2%,
CCOc1ccccc1NC(=O)Cn1[nH]c(=O)c2ccccc2c1=O,4%,2%,3.9%,-8%,-4%,
CCCCn1c(N)c(N(CCOC)C(=O)c2oc3ccc(OCC)cc3c2C)c(=O)[nH]c1=O,-4%,-7%,10.0%,-3%,3%,
Cc1c(N=Cc2ccc(Cl)o2)c(=O)n(-c2ccccc2)n1C,-7%,8%,0.4%,5%,4%,
C#CC1(OC(=O)c2ccccc2)CC(C)N(C)CC1C (stereo not drawn),1%,9%,0.1%,-7%,0%,
COc1cc(-c2csc(CCn3nc(C)cc3C)n2)cc(OC)c1OC,6%,-7%,2.1%,11%,-3%,
COC(=O)c1ccc(Cn2cnc3c(N)ncnc32)cc1,-2%,.,3.2%,.,.,

# An excerpt from above in order of molecular weight, lowest first.
SMILES,influenza NS1A,PhoP GFP inhibition,VEEV TC-83 Vero,M. tuberculosis,M. tuberculosis HTS,others
O=C1OCC(O)=C1Cc1ccccc1,-20%,.,3.2%,.,.,
CCCc1nc2ccc([N+](=O)[O-])cc2[nH]1,-7%,-6%,0.8%,1%,2%,
O=c1[nH]n(-c2ncnc3c2cnn3-c2ccccc2)c(=O)c2ccccc12,-2%,2%,1.8%,-6%,-3%,
OC(COCc1ccc2c(c1)OCO2)CN1CCC(Cc2ccccc2)CC1 (stereo not drawn),-1%,-1%,i,18%,1%,
CCCN1CCN(CCCNC(=O)c2ccc(CS(=O)c3ccc(OC)cc3)o2)CC1 (stereo not drawn),6%,7%,1.9%,-5%,6%,

# Next entries:
SMILES,influenza NS1A,PhoP GFP inhibition,VEEV TC-83 Vero,M. tuberculosis,M. tuberculosis HTS,others
Cc1nc(SCC(=O)NCc2ccco2)c2oc3ccccc3c2n1,14%,4%,4.2%,-27%,0%,
COc1cccc(NC(=O)c2ccc(-n3cccn3)nc2)c1,4%,4%,0.1%,28%,-16%,
CCC(OC(C)=O)c1cc2c(cc1[N+](=O)[O-])OCCO2 (stereo not drawn),1%,-8%,0.2%,-6%,-6%,
CC1=C(C(=O)OCc2ccccc2)C(c2ccc([N+](=O)[O-])cc2)NC(=O)N1 (stereo not drawn),-26%,2%,0.9%,9%,1%,
O=S1(=O)CC(O)C(N(CCO)C(=S)Nc2ccccc2)C1 (stereo not drawn),-3%,2%,3.3%,-7%,-3%,
N#CCSc1nnc2c(Cl)cc(Cl)cn12,6%,-15%,0.1%,2%,-1%,
CCc1cc(SC#N)cc(C)c1NC(=O)CCl,-9%,2%,?,-16%,-8%,
CCc1cccc(C)c1NC(=O)c1cccnc1,-3%,-4%,1.2%,-1%,6%,
CCCCN(CC)CCNC(=O)c1cn(-c2ccc(Cl)cc2)c(=O)c2ccccc12,-12%,16%,1.3%,0%,2%,
COc1ccc(-c2nc(C#N)c(NCCCn3ccnc3)o2)cc1OC,-13%,-17%,5.9%,12%,-4%,
Clc1ccc(-c2noc(CSc3nnc(Cc4cccs4)n3-c3ccccc3)n2)cc1,6%,1%,4.5%,.,-1%,
CC1CCCCC1NC(=O)COc1ccccc1C#N (stereo not drawn),-6%,.,8.6%,-10%,7%,
CCCCCCOC(=O)CC1CC(C(C)=O)C1(C)C (stereo not drawn),-2%,.,2.6%,.,.,
O=C(NCCCO)c1cc([N+](=O)[O-])cc2c1C=Cc1ccccc1O2,-7%,-5%,i,17%,9%,
COc1ccc(NC(=O)CC(c2ccc(F)cc2)c2ccc(OC)cc2)cc1 (stereo not drawn),2%,-1%,1.2%,9%,-7%,
CNC(=O)COC(=O)/C=C/c1cn(-c2ccccc2)nc1-c1ccc2c(c1)OCCO2,-2%,4%,0.6%,16%,4%,
CCOc1ccc(S(=O)(=O)NCCC(=O)N2CC=C(c3ccccc3)CC2)cc1,-5%,.,i,33%,33%,
CC1CC(C)CN(C(=O)COC(=O)COc2ccc(C#N)cc2)C1 (stereo not drawn),-22%,.,i,3%,-1%,
COCCN(CC(=O)Nc1cccc(C)c1C)C(=O)c1cc2ccccc2cc1OC,-5%,.,2.3%,24%,-11%,
Cc1cc(/C=C2/NC(=O)NC2=O)c(C)n1-c1sc2c(c1C#N)CCCC2,0%,-9%,8.7%,49%,1%,
CCCNS(=O)(=O)c1ccc(OCC(=O)NCCC2=CCCCC2)cc1,7%,1%,i,9%,-6%,
Cc1cccc(CCNC(=O)c2cc(S(=O)(=O)N3CCOCC3)cn2C)c1,5%,-1%,1.1%,-4%,-10%,
O=C(NC1CCN(Cc2ccccc2)CC1)c1cccc(OC(F)F)c1,-5%,2%,i,-3%,8%,
O=C(NCc1ccc(Cl)c(Cl)c1)C1CCCC1,.,-1%,0.7%,37%,7%,
O=C(CN(Cc1ccccc1)C(=O)c1csnn1)NCCc1ccccc1,2%,-2%,0.6%,21%,-1%,

# (cont.)
SMILES,influenza NS1A,PhoP GFP inhibition,VEEV TC-83 Vero,M. tuberculosis,M. tuberculosis HTS,others
CCn1cc(/C=N\NC(=O)C2(C)CC2(Cl)Cl)c(C)n1 (stereo not drawn),0%,0%,0.5%,-21%,-10%,
CCCOC(=O)CSc1nc(N2CCOCC2)c2c(c1C#N)CC(C)(C)OC2,0%,7%,5.8%,?,22µM*,
CCc1cc(C(=O)NNC(=O)CCl)sc1C,-3%,0%,?,?,2.5µM*,
O=C(Nc1cccc(O)c1)C1CC(c2cccc(Br)c2)=NO1 (stereo not drawn),7%,-4%,0.7%,15%,6%,
CCOc1ccccc1-n1c(SCC(=O)NC(C)(C)C)nnc1-c1ccoc1C,1%,8%,i,12%,1%,
CC1=CC(=NNS(=O)(=O)c2ccc([N+](=O)[O-])cc2)CC(C)(C)C1,4%,.,1.5%,.,.,
Cc1ccc(CNC(=O)CCS(=O)(=O)c2cc(Br)cc3c2N(C(=O)C2CC2)CC3)o1,-1%,3%,i,0%,3%,
CN1CCN(C(CNC(=O)C(=O)NC2CCCCC2)c2ccc(F)cc2)CC1 (stereo not drawn),-9%,2%,0.7%,-15%,-5%,
Nc1nc(Nc2cccc(F)c2)nc(NCc2ccco2)c1[N+](=O)[O-],3%,-13%,1.4%,9%,8%,
O=C(CSCc1ccccc1)N1CCc2ccccc21,23%,6%,2.5%,54%,0%,VEEV TC-83 Vero 10K pilot screen=0.8

# Screening data from PubChem BioAssay.
